High-throughput results from PubChem.
TLR4 MyD88 comp: inhibitors of TLR4-MyD88 association in cells, primary screen, cell-based, HeLa CL3-4, BLA complementation, FRET ratio. 200,000 compounds, 0.18% hits. HeLa CL3-4 TLR4/MyD88 BLA complementation. AID 861, 2007. Toll-like receptor 4 (Homo sapiens) + Myeloid differentiation primary response protein …. inhibition, % at 8.4 µM; in the data active = inhibition above about 25%;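 note: 0% = vehicle and 100% = reference inhibitor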
PPARg SRC-1 ag: PPARgamma agonists recruiting SRC-1 coactivator, primary screen, biochemical; PPARgamma-SRC-1 coactivator recruitment biochemical assay; activation, % at 8 µM; 200,000 compounds, 0.41% hits; AID 631, 2007; in the data active = activation above about 19%;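 note: 0% = DMSO and 100% = reference agonist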
Target sequence (P37231 whole entry, looked up): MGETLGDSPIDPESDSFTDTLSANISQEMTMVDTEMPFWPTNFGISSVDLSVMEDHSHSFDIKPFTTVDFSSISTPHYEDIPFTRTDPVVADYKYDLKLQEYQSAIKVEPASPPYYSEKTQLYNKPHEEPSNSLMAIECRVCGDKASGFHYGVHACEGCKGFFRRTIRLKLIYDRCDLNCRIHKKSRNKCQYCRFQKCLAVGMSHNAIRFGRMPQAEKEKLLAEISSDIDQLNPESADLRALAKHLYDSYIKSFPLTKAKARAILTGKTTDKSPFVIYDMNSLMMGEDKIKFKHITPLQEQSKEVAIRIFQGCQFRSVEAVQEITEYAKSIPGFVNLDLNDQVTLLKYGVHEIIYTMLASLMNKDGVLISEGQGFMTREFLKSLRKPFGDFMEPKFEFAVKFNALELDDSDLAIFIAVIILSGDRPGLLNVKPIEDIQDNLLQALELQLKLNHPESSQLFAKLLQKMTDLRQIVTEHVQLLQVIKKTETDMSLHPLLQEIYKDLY
PPARg SRC2 recr: agonists of PPARg-SRC-2 recruitment, primary screen, biochemical, HTS; Peroxisome proliferator-activated receptor gamma (Homo sapiens), P37231; PPARgamma LBD-SRC-2 recruitment; activation, % at 8 µM; 200,000 compounds, 0.34% hits; in the data active = activation above about 22%;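 note: 0% = vehicle and 100% = reference agonist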
SRC2 TRFRET art: TR-FRET signal artefacts, primary screen, artefact control for PPARgamma SRC-2 agonist project, biochemical; TR-FRET artefact counter-screen; active compounds read high; 200,000 compounds, 0.4% hits; TR-FRET ratio at 8 µM; in the data active = TR-FRET ratio above about 2000; note: inactives centre near 1500
PPARg SRC3 recr: PPARgamma agonists recruiting SRC-3 coactivator, primary screen, biochemical; activation, % at 8 µM; 200,000 compounds, 0.26% hits; AID 731, 2007; biochemical PPARgamma/SRC-3 coactivator recruitment assay; in the data active = activation above about 23%;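 note: 0% = DMSO and 100% = reference agonist; some compounds past the cut are filed as inactive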
S1P3 antagonist: S1P3 receptor antagonists, primary screen, cell-based. inhibition, % at 4.98 µM. CHO S1P3 NFAT-BLA reporter, FRET fluorescence, antagonist mode. 170,000 compounds, 0.27% hits. AID 485, 2006;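 active = inhibition above the plate cutoff, the mean inhibition of test wells on that plate plus 3 SD, cut at about 28% in these data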;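 note: cells challenged with S1P at its EC80 of 0.8 µM; blue over green emission ratio from cleaved BLA substrate after 4 h stimulation; 0% = S1P-stimulated wells and 100% = unstimulated DMSO-only wells; some compounds past the cut are filed as inactive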
Target sequence (Q99500 whole entry, looked up): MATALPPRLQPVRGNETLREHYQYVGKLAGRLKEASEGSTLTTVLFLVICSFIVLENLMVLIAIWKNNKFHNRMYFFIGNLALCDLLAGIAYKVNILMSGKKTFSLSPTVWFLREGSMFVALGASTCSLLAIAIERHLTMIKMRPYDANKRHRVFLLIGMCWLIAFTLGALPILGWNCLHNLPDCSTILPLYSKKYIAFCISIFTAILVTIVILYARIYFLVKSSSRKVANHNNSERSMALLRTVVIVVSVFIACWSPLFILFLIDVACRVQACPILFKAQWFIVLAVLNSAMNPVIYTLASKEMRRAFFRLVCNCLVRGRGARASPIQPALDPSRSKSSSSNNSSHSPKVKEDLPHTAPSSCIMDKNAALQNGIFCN
bIAP inh: bovine intestinal alkaline phosphatase inhibitors, primary screen, selectivity assay for TNAP inhibitor project, biochemical, bovine IAP, CDP-star luminescence; purified bovine IAP, 30 min; alkaline phosphatase, intestinal [Bos taurus]; inhibition, % at 20 µM; 190,000 tested, under 10 active;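 active = over 50% inhibition of intestinal alkaline phosphatase at 20 µM in the single-dose screen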
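System: purified bovine intestinal alkaline phosphatase (IAP) enzyme; Input: IAP diluted 1/65,000,000 in the well; Measured by: CDP-star luminescence signal; Compound dosing: 20 µM single dose; Incubation: 30 min reaction at room temperature.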
DTT redox prof: compounds producing H2O2 with reducing agent – biochemical, NIH compound library profiling, artefact control for MLSCN library redox annotation, primary screen; DTT-dependent redox cycling H2O2, phenol red/HRP absorbance; 100% = 100 µM peroxide control, 0% = buffer; activation, % at 10 µM; 200,000 compounds, 0.03% hits;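 active = activation of at least 50% relative to the plate's high and low controls in the primary single-dose screen; inactive = activation below 50%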;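 note: compound incubated with DTT at 0.8 mM final as the reducing agent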
ROMK primary: ROMK potassium channel modulators, primary screen, cell-based, thallium flux, MLSMR library; Tet-inducible ROMK, thallium flux fluorescence; actives lie on both sides; B-score at 10 µM; 130,000 compounds, 2% hits; AID 1918, 2009;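 active = signal ratio slope over the read window, or its plate-corrected B-score, at least 3 SD from the plate mean, either direction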;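 note: B-score of the F/F0 ratio slope over 7 to 12 s after thallium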
Lmaj promast: Leishmania major promastigote growth inhibition, primary screen; 200,000 compounds, 9% hits; inhibition, % at 10 µM; Leishmania major promastigotes, resazurin fluorescence viability; AID 1063, 2008; in the data active = inhibition above about 50%;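 note: promastigotes grown with compound for 44 hours at 28 °C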
bIAP activator: bovine intestinal alkaline phosphatase activators, primary screen, biochemical, bovine IAP, CDP-star luminescence | AID 1016, 2008 | activation factor at 20 µM | purified bovine IAP, 30 min; active compounds read high; fold of DMSO-control signal, blank-subtracted | 200,000 compounds, 0.17% hits;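 active = activation factor of 2 or more at 20 µM, a signal rise over negative controls twice the positive control's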
* hit, by the source's call.

What do the screens show for `COc1ccc(S(=O)(=O)NNC(=O)c2sccc2-n2cccc2)cc1`?
TLR4 MyD88 comp: -2; PPARg SRC-1 ag: 4; PPARg SRC2 recr: 6; SRC2 TRFRET art: 1522; PPARg SRC3 recr: -1; S1P3 antagonist: 24; bIAP inh: 2; DTT redox prof: -0.9; ROMK primary: -0.0046; Lmaj promast: -6; bIAP activator: 1

How did O=C1CCCC/C1=C\Nc1ccccc1C(=O)O do in these assays?
TLR4 MyD88 comp: 6; PPARg SRC-1 ag: 11; PPARg SRC2 recr: 8; SRC2 TRFRET art: 1478; PPARg SRC3 recr: 4; S1P3 antagonist: -6; bIAP inh: 11; DTT redox prof: -0.5; Lmaj promast: -3; bIAP activator: 0.9

How did O=C(Nc1c(C(=O)Nc2cccc3ccccc23)cnn1-c1ccccc1)c1ccco1 do in these assays?
TLR4 MyD88 comp: -8; PPARg SRC-1 ag: 2; PPARg SRC2 recr: 8; SRC2 TRFRET art: 1664; PPARg SRC3 recr: -9; bIAP inh: 1; DTT redox prof: 0.8; ROMK primary: -0.9; Lmaj promast: -2; bIAP activator: 1

What do the screens show for `COc1cc(CNCc2cccnc2)ccc1OCc1ccccc1`?
TLR4 MyD88 comp: 4; PPARg SRC-1 ag: 1; PPARg SRC2 recr: 7; SRC2 TRFRET art: 1709; PPARg SRC3 recr: 3; S1P3 antagonist: -14; bIAP inh: -2; DTT redox prof: -0.8; ROMK primary: -0.31; Lmaj promast: 96*; bIAP activator: 1

How did COc1cc(/C=N/NC(N)=S)ccc1OCC(=O)N1CCOCC1 do in these assays?
TLR4 MyD88 comp: 0; PPARg SRC-1 ag: 6; PPARg SRC2 recr: 3; SRC2 TRFRET art: 1548; PPARg SRC3 recr: 7; S1P3 antagonist: 11; bIAP inh: 6; DTT redox prof: 0.6; Lmaj promast: -5; bIAP activator: 0.9

Results for COc1ccc(OCC(=O)Nc2c3c(nn2C(C)(C)C)CSC3)cc1 ?
TLR4 MyD88 comp: 6; PPARg SRC-1 ag: 4; PPARg SRC2 recr: 6; SRC2 TRFRET art: 1575; PPARg SRC3 recr: 4; S1P3 antagonist: 6; bIAP inh: -6; DTT redox prof: 0.1; ROMK primary: -0.36; Lmaj promast: -3; bIAP activator: 1.1

What do the screens show for `Cc1ccc(S(=O)(=O)/N=C/c2cc(Br)ccc2O)cc1`?
TLR4 MyD88 comp: -11; PPARg SRC-1 ag: 3; PPARg SRC2 recr: -2; SRC2 TRFRET art: 1470; PPARg SRC3 recr: -1; S1P3 antagonist: 4; bIAP inh: 3; DTT redox prof: -0.8; ROMK primary: 0.76; Lmaj promast: 3; bIAP activator: 1

What do the screens show for `CN(C)CC1CCCCC1C1(O)c2ccccc2CSc2sccc21` (stereo not given)?
TLR4 MyD88 comp: 5; PPARg SRC-1 ag: 2; PPARg SRC2 recr: 15; SRC2 TRFRET art: 1637; PPARg SRC3 recr: 7; bIAP inh: -9; DTT redox prof: 1.9; ROMK primary: -2.8; Lmaj promast: 100*; bIAP activator: 1.1

What do the screens show for `CN(CCc1ccccn1)C(=O)CCC1CCCN(C(=O)c2c3c(nn2C)CCCC3)C1` (stereo not given)?
TLR4 MyD88 comp: -1; PPARg SRC-1 ag: 3; PPARg SRC2 recr: -8; SRC2 TRFRET art: 1478; PPARg SRC3 recr: 4; S1P3 antagonist: 13; bIAP inh: -8; DTT redox prof: -0.4; ROMK primary: 1.1; Lmaj promast: -3; bIAP activator: 1.1

How did CC12CCC(c3c(C(=O)O)nn(-c4ccccc4)c31)C2(C)C (stereo not given) do in these assays?
TLR4 MyD88 comp: -8; PPARg SRC-1 ag: -6; PPARg SRC2 recr: -4; SRC2 TRFRET art: 1450; PPARg SRC3 recr: -7; S1P3 antagonist: -4; bIAP inh: 4; DTT redox prof: 2.1; Lmaj promast: -5; bIAP activator: 1

Results for CCn1c(SCC(=O)Nc2cc(NC(C)=O)ccc2OC)nnc1-c1ccncc1 ?
TLR4 MyD88 comp: -10; PPARg SRC-1 ag: -6; PPARg SRC2 recr: -11; SRC2 TRFRET art: 1389; PPARg SRC3 recr: -7; S1P3 antagonist: -33; bIAP inh: 9; DTT redox prof: 1.8; Lmaj promast: -5; bIAP activator: 0.9

Results for COc1cccc(Nc2nnc(SCC(=O)N3CCOCC3)s2)c1 ?
TLR4 MyD88 comp: -5; PPARg SRC-1 ag: 5; PPARg SRC2 recr: -2; SRC2 TRFRET art: 1552; PPARg SRC3 recr: -7; S1P3 antagonist: -38; bIAP inh: 6; DTT redox prof: -0.3; ROMK primary: 0.38; Lmaj promast: -6; bIAP activator: 0.9

What do the screens show for `CC1CCCCN1C/C=C/c1ccccc1[N+](=O)[O-]` (stereo not given)?
TLR4 MyD88 comp: 3; PPARg SRC-1 ag: -2; PPARg SRC2 recr: -4; SRC2 TRFRET art: 1471; PPARg SRC3 recr: 0; bIAP inh: 10; DTT redox prof: -4.2; ROMK primary: 0.23; Lmaj promast: 85*; bIAP activator: 0.9

Results for O=C(CSc1cccc[n+]1[O-])Nc1ccc2c(c1)OCCO2 ?
TLR4 MyD88 comp: -10; PPARg SRC-1 ag: 6; PPARg SRC2 recr: -3; SRC2 TRFRET art: 1426; PPARg SRC3 recr: 1; S1P3 antagonist: -14; bIAP inh: 0; DTT redox prof: -1.7; ROMK primary: -0.15; Lmaj promast: -7; bIAP activator: 1

How did CNC(=O)CSc1ncnc2c1cnn2-c1ccccc1 do in these assays?
TLR4 MyD88 comp: 10; PPARg SRC-1 ag: 12; PPARg SRC2 recr: 9; SRC2 TRFRET art: 1624; PPARg SRC3 recr: 2; S1P3 antagonist: -2; bIAP inh: 1; DTT redox prof: -0.1; ROMK primary: -0.27; Lmaj promast: -6; bIAP activator: 1

How did CCN(CC(=O)Nc1ccc2c(c1)OCCO2)CC(=O)Nc1ccc2c(c1)OCO2 do in these assays?
TLR4 MyD88 comp: -5; PPARg SRC-1 ag: 5; PPARg SRC2 recr: 2; SRC2 TRFRET art: 1678; PPARg SRC3 recr: 3; S1P3 antagonist: -15; bIAP inh: 1; DTT redox prof: -0.2; ROMK primary: -1.9; Lmaj promast: 9; bIAP activator: 1

Results for CC1=CC(=C(C#N)C#N)c2ccccc2N1C ?
TLR4 MyD88 comp: 3; PPARg SRC-1 ag: 5; PPARg SRC2 recr: -5; SRC2 TRFRET art: 1601; PPARg SRC3 recr: -1; S1P3 antagonist: -6; bIAP inh: 4; DTT redox prof: -1.9; ROMK primary: -0.98; Lmaj promast: 99*; bIAP activator: 1

What do the screens show for `CCOC(=O)C1=C(C)NC2=C(C(=O)C(C(=O)OCC)C(c3ccc(OC)cc3)C2)C1c1ccccn1` (stereo not given)?
TLR4 MyD88 comp: 10; PPARg SRC-1 ag: -5; PPARg SRC2 recr: -4; SRC2 TRFRET art: 1451; PPARg SRC3 recr: 1; bIAP inh: -22; DTT redox prof: -0.1; Lmaj promast: -3; bIAP activator: 1.2

What do the screens show for `N#Cc1ccccc1NC(=O)C1SC(=Nc2ccccc2)C(C(=O)Nc2ccc(Cl)cc2)=C1N` (stereo not given)?
TLR4 MyD88 comp: 8; PPARg SRC-1 ag: 14; PPARg SRC2 recr: 4; SRC2 TRFRET art: 1545; PPARg SRC3 recr: 6; S1P3 antagonist: -4; bIAP inh: -12; DTT redox prof: 0.2; ROMK primary: 0.98; Lmaj promast: 2; bIAP activator: 1.1

How did CCN(CC)c1ccc2oc(=O)c(C)nc2c1 do in these assays?
TLR4 MyD88 comp: 27*; PPARg SRC-1 ag: 12; PPARg SRC2 recr: 18; SRC2 TRFRET art: 1741; PPARg SRC3 recr: 30*; S1P3 antagonist: 12; bIAP inh: 11; DTT redox prof: 0.1; Lmaj promast: 97*; bIAP activator: 0.9

What do the screens show for `CCOCC(=O)Nc1cccc(OC)c1`?
TLR4 MyD88 comp: -7; PPARg SRC-1 ag: -6; PPARg SRC2 recr: 5; SRC2 TRFRET art: 1628; PPARg SRC3 recr: -8; S1P3 antagonist: 3; bIAP inh: 16; DTT redox prof: 0.7; Lmaj promast: 4; bIAP activator: 0.8

What do the screens show for `Cc1ccc(S(=O)(=O)NN=C2CCN(Cc3ccccc3)CC2)cc1`?
TLR4 MyD88 comp: 10; PPARg SRC-1 ag: 4; PPARg SRC2 recr: -4; SRC2 TRFRET art: 1512; PPARg SRC3 recr: 0; S1P3 antagonist: -19; bIAP inh: 16; DTT redox prof: 0.0; ROMK primary: 1.5; Lmaj promast: 0; bIAP activator: 0.8

What do the screens show for `CCO[C@H]1OC(C(=O)N2CCN(C)CC2)=C[C@@H](c2csc3ccccc23)[C@@H]1CCCO`?
TLR4 MyD88 comp: 1; PPARg SRC-1 ag: 6; PPARg SRC2 recr: -1; SRC2 TRFRET art: 1516; PPARg SRC3 recr: -10; S1P3 antagonist: -12; bIAP inh: -2; DTT redox prof: -1.2; Lmaj promast: -3; bIAP activator: 1

How did NC(=O)CNC1CC(=O)N(CCc2ccccc2)C1=O (stereo not given) do in these assays?
TLR4 MyD88 comp: -16; PPARg SRC-1 ag: 4; PPARg SRC2 recr: 2; SRC2 TRFRET art: 1385; PPARg SRC3 recr: -6; bIAP inh: 5; DTT redox prof: 1.3; ROMK primary: 1.2; Lmaj promast: -2; bIAP activator: 1

How did O=C(NC1CCCc2ccccc21)c1ccc(Br)cc1 (stereo not given) do in these assays?
TLR4 MyD88 comp: 4; PPARg SRC-1 ag: -2; PPARg SRC2 recr: -1; SRC2 TRFRET art: 1526; PPARg SRC3 recr: -1; S1P3 antagonist: 0; bIAP inh: 7; DTT redox prof: 0.3; Lmaj promast: 1; bIAP activator: 0.9

An excerpt from above in order of molecular weight, low to high:
How did O=C(NC1CCCc2ccccc21)c1ccc(Br)cc1 (stereo not given) do in these assays?
TLR4 MyD88 comp: 4; PPARg SRC-1 ag: -2; PPARg SRC2 recr: -1; SRC2 TRFRET art: 1526; PPARg SRC3 recr: -1; S1P3 antagonist: 0; bIAP inh: 7; DTT redox prof: 0.3; Lmaj promast: 1; bIAP activator: 0.9

How did CCN(CC(=O)Nc1ccc2c(c1)OCCO2)CC(=O)Nc1ccc2c(c1)OCO2 do in these assays?
TLR4 MyD88 comp: -5; PPARg SRC-1 ag: 5; PPARg SRC2 recr: 2; SRC2 TRFRET art: 1678; PPARg SRC3 recr: 3; S1P3 antagonist: -15; bIAP inh: 1; DTT redox prof: -0.2; ROMK primary: -1.9; Lmaj promast: 9; bIAP activator: 1

What do the screens show for `CCO[C@H]1OC(C(=O)N2CCN(C)CC2)=C[C@@H](c2csc3ccccc23)[C@@H]1CCCO`?
TLR4 MyD88 comp: 1; PPARg SRC-1 ag: 6; PPARg SRC2 recr: -1; SRC2 TRFRET art: 1516; PPARg SRC3 recr: -10; S1P3 antagonist: -12; bIAP inh: -2; DTT redox prof: -1.2; Lmaj promast: -3; bIAP activator: 1
